# H9c2 TAG inh: inhibitors of triacylglycerol accumulation, primary screen, cell-based, uHTS, fluorescence, H9c2; inhibition, % at 12.5 µM; AID 651582, 2012; H9c2 cells, Nile Red lipid (TAG) fluorescence; cells loaded with 200 µM oleic acid; hit rate 0.66% among 230,000;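 active = pattern-corrected inhibition of lipid staining of at least 50% with the nuclear-stain viability signal not falling by more than 50%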;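 note: 0% = DMSO wells and 100% = triacsin C control wells; some results filed as inactive read as strong as hits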
# H9c2 TAG inh DAPI viability: further read-out of H9c2 TAG inh, marked with its call; DAPI nuclei signal change (viability), lower = more cytotoxic, %;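 whole-well DAPI fluorescence read on a plate reader as a viability signal; minus 50 percent equals half of cells still viable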
# Numbers without * were called inactive.
# Below each compound: H9c2 TAG inh	H9c2 TAG inh DAPI viability
- CC(Oc1ccccc1)C(=O)OCC(=O)Nc1sccc1C(N)=O (configuration not stated)
→ -6	0
- Cc1csc(NC(=O)C2CCCC2)n1
→ -5	-2
- Brc1ccc2c(c1)-c1ccccc1C1=NCCN12
→ 124	-97
- O=C(Cc1coc2ccc3ccccc3c12)NCc1cccs1
→ -1	8
- CC1CCCCN1C(=O)c1ccc(CS(=O)(=O)Cc2ccccc2)cc1 (configuration not stated)
→ -14	1
- CC(OC(=O)CN1C(=O)c2ccccc2C1=O)C(=O)NC1CCCCC1C (configuration not stated)
→ 6	-2
- N=c1n(CCO)c2ccccc2n1Cc1ccc(Cl)cc1
→ -16	18
- Nc1ccccc1Nc1cc(-c2ccccc2)[nH]n1
→ 28	-12
- CCCCc1nc2ccccc2c(=O)n1NC(=O)c1c(O)c2ccccc2n(C)c1=O
→ 7	9
- O=C(NCC(c1cccnc1)N1CCN(c2ccccc2F)CC1)c1ccccc1 (configuration not stated)
→ -7	1
- C[C@H](O)CNC(=O)c1[nH]cnc1C(=O)N[C@@H](C)c1ccccc1
→ 4	-2
- COCCN(C(=O)COC(=O)COc1ccc2c(c1)CCC2)c1c(N)n(Cc2ccccc2)c(=O)[nH]c1=O
→ -8	14
- CN1CC[C@]2(CCN3CCc4c(oc5ccccc45)[C@@H]3C2)N(C)C1=O
→ 16	7
- COc1ccc(C(=O)/C=C/c2ccc(C)cc2)c(OC(=O)c2ccc([N+](=O)[O-])cc2)c1
→ -1	0
- O=c1cc(-c2ccccc2)cc(-c2ccccc2)n1CCCO
→ -4	1
- COC(=O)C12CC3CC(C1)CC(n1cnc(Cl)n1)(C3)C2
→ 7	4
- O=S(=O)(Nc1cccc2c1CCCC2)c1ccc(Cl)cc1
→ -18	2
- CCOc1ccc(N=C2NN=C(c3cc(C)n(CC4CCCO4)c3C)CS2)cc1 (configuration not stated)
→ 16	3
- CCOc1ccc2nc(Cl)c(/C=C/C(=O)c3ccco3)cc2c1
→ -13	4
- CCOCCn1c(CN2CCCCC2C)nc2c1c(=O)n(C)c(=O)n2C (configuration not stated)
→ -7	-7

# (more compounds)
# Below each compound: H9c2 TAG inh	H9c2 TAG inh DAPI viability
- COc1ccc(-c2csc3ncnc(N4CCN(c5ccccc5[N+](=O)[O-])CC4)c23)cc1
→ -8	-1
- Cc1ccc(C(C)C)c(OCC(=O)NNC(=O)Nc2ccccc2)c1
→ 2	-11
- O=C(CSc1nnc(CNC(=O)c2ccccc2F)o1)c1ccc(Cl)cc1
→ -15	2
- CS(=O)(=O)c1nncn1-c1ccccc1
→ 0	-9
- O=C(OCC(=O)c1c[nH]c2ccccc12)c1ccc([N+](=O)[O-])s1
→ 23	-23
- O=C(c1ccc(F)cc1)c1c[nH]c(C(=O)NCCCN2CCOCC2)c1
→ -19	6
- CCCC(O)(CCC)C(=O)NN(C(=O)CCl)c1ccccc1
→ 4	-5
- CN(CC(=O)Nc1cccc(F)c1)C(=O)c1cccnc1Sc1ccccc1
→ 0	1
- CN(C(=O)c1ccc(NC(=O)Cc2cccc(NC(=O)C3CCCN(C(=O)C4CCCC4)C3)c2)cc1)C1CCCC1 (configuration not stated)
→ 13	-7
- Cc1oc(-c2ccccc2)cc1C(=O)NCc1ccncc1
→ 3	9
- COc1ccc2c(c1)nc(NCCCO)n2Cc1ccccc1
→ 11	-6
- Cc1cccc(-c2noc(-c3ccno3)n2)c1
→ -6	1
- Cc1ccc(/C=N/NC(=O)c2csc3c2CCCC3)cc1
→ 47	-31
- CC(Sc1n[nH]c(-c2cccs2)n1)C(=O)Nc1ccc(C(N)=O)cc1 (configuration not stated)
→ -3	3
- CSc1ccc(OC2CCCCC2NS(=O)(=O)c2ccc(Cl)cc2)cc1 (configuration not stated)
→ -2	10
- O=C(COc1ccccc1)Nc1ccccc1F
→ 3	11
- CC1(Cc2ccc(Cl)cc2)C(=O)Nc2ccc(-c3ccc(F)c(Cl)c3)cc21 (configuration not stated)
→ 12	-6
- O=C(NCCN1CCOCC1)c1ccc2c(c1)ncn2C1CCCC1
→ 0	2
- Cc1ccc(O)c(NC(=O)c2cc([N+](=O)[O-])ccc2Cl)c1
→ 18	-6
- O=C(O)C(=O)/C(=C\c1cccc2ccccc12)c1ccc2ccccc2n1
→ -10	1

# Following part
# Below each compound: H9c2 TAG inh	H9c2 TAG inh DAPI viability
- C#CCN1C(=O)C(O)(CC(=O)c2ccc3c(c2)OCCO3)c2ccccc21 (configuration not stated)
→ 16	-13
- COC(=O)c1sc(N)c(C(=O)OC)c1CSc1nc2sc3c(c2c(=O)n1C)CCC3
→ 15	5
- Cc1ccccc1NC(=O)COc1cccc2c1CCNC2=O
→ 18	6
- CC(C)n1c(SCc2ccccc2F)nc2c1c(=O)n(C)c(=O)n2C
→ -62	0
- COCCCn1c(=O)c2ccccc2n(Cc2ccccc2C)c1=O
→ -3	-1
- COc1cccc(NC(=O)C2CCN(S(=O)(=O)c3ccc4[nH]c(=O)ccc4c3)CC2)c1
→ 11	6
- COc1cccc(NS(=O)(=O)c2ccc3[nH]cc(C(=O)NCCCOC(C)C)c(=O)c3c2)c1
→ -8	1
- c1ccc(-c2nnc(-c3ccco3)n2-c2ccccc2)cc1
→ 16	-12
- Cc1ccc(NC(=O)C2CC2C)c(Cl)c1 (configuration not stated)
→ -11	23
- CSCc1cc(N2CCOCC2)nc(-c2ccccc2)n1
→ 7	-7
- O=C1NC2(CCCCC2)C(=O)N1CC(=O)N(Cc1ccccc1)c1ccccc1
→ 10	7
- Cc1nn(Cc2ccccc2)c(Cl)c1C(=O)NCc1ccc(C)n1C
→ 6	-2
- C[C@@]12C(=O)N(c3cccc(Cl)c3)C(=O)N1[C@H](c1ccc(Cl)cc1)[C@@H]1C(=O)N(C3CCCCC3)C(=O)[C@@H]12
→ 10	-2
- COc1ccc(N2C(=O)CC(Sc3n[nH]c(-c4ccc(C)cc4)n3)C2=O)cc1 (configuration not stated)
→ -7	-3
- CCC(C)(C)NC(=O)/C=C/c1cc(OC)c(OC)c(S(=O)(=O)N2CCc3ccccc32)c1
→ -9	0
- CCn1c(=O)c([N+](=O)[O-])c(Cl)c2ccccc21
→ 104	-71
- CCN(c1ccccc1)S(=O)(=O)c1ccc(Cl)c(NC(=O)COC(=O)c2ccc[n+]([O-])c2)c1
→ -8	-1
- O=C(Nc1cccc(F)c1)N1CCC(n2c(=O)[nH]c3ccccc32)CC1
→ 6	-1
- COC(=O)[C@@]12CCCCN1[C@H](c1ccc(-c3ccc(F)cc3)cc1)[C@H]1C(=O)N(C)C(=O)[C@H]12
→ -17	-2
- CC(NC(=O)CN1CCC(C(N)=O)CC1)c1ccccc1 (configuration not stated)
→ -18	7

# New compounds follow.
# Below each compound: H9c2 TAG inh	H9c2 TAG inh DAPI viability
- Cc1csc(=O)n1CC(=O)OCC(=O)Nc1cc(Cl)ccc1[N+](=O)[O-]
→ -1	-1
- CCOc1ccccc1C(=O)Nc1nccs1
→ -13	17
- CCOc1cc(C(=O)O)cc(Cl)c1OC
→ -10	1
- O=C(NCCC1CCCCN1S(=O)(=O)c1cccs1)C(=O)Nc1ccc(F)cc1F (configuration not stated)
→ 28	-26
- Nc1nonc1-n1nnc(C(=O)N/N=C/c2c[nH]c3ccccc23)c1-c1ccccc1
→ 6	-3
- COc1cccc(NC(=O)CSc2nnc3ccc(-c4ccncc4)nn23)c1
→ 12	3
- CC(=O)c1ccc2c3c(cc(C)c2c1)CCCC3
→ 12	-5
- Cc1ccc(C(=O)N2CCCC(C(=O)c3ccc(Oc4ccccc4)cc3)C2)cn1 (configuration not stated)
→ -5	1
- CS/C(=C\C(=O)c1ccco1)Nc1ccccc1Cl
→ -19	7
- CC(C)CCNC(=O)c1cccc(C(=O)NCCC(C)C)c1
→ 7	-6
- CCn1c(=O)cc(OCC(=O)N2CCN(c3ccc(F)cc3)CC2)c2ccccc21
→ 3	1
- Cc1ccc(S(=O)(=O)Nc2ccc(N3CCCCC3)cc2)cc1
→ -14	-8
- CC(NC(=O)c1ccc2c(=O)n3c(nc2c1)CCC3)c1ccc(S(N)(=O)=O)cc1 (configuration not stated)
→ -9	4
- CC(=O)N1CCn2c3c(c(=O)c4cc(C)ccc42)CCC31 (configuration not stated)
→ 2	2
- Cn1c(SCC(=O)c2ccc(O)c(O)c2)nnc1-c1cccs1
→ 6	-7
- CCCCNC(=O)[C@H]1C[C@H]1[C@@H](O)[C@H](CO)NC(=O)[C@H](CC(C)C)NC(=O)OC(C)(C)C
→ 7	-1
- COc1cc(NC(=O)c2ccc3c(c2)OCCO3)ccc1NC(=O)c1ccccc1Cl
→ 7	-3
- COCCN=C1N[C@@H](c2ccccc2)C(C(=O)OC)=C(C)N1Cc1ccccc1
→ 1	12
- O=C(CCc1nc2ccccc2c(=O)[nH]1)NCc1ccccn1
→ 12	-4
- CN(C)C(=O)C(NC(=O)c1ccccc1)=C(Cl)Cl
→ -8	-4

# Carrying on.
Molecule	H9c2 TAG inh	H9c2 TAG inh DAPI viability
CCc1nc2cc(C)nn2c2nc3ccccc3n12	2	-6
O=C(Nc1cccc(Cl)c1)c1ccc(F)c(S(=O)(=O)NCc2ccc3c(c2)OCO3)c1	-6	6
CC(C)Cn1c(S(=O)(=O)O)nc2ccccc21	-5	8
CCc1ccc2c(c1)C(=O)C(=O)N2CC(=O)Nc1ccc(NC(=O)c2ccccn2)cc1	2	-3
COc1ccc(-c2cc(C(=O)N3CCN(c4ccccc4F)CC3)c3ccccc3n2)c(OC)c1	10	2
CC(C)=NNc1nc(-c2ccc([N+](=O)[O-])cc2)cs1	-13	7
COc1ccccc1NS(=O)(=O)c1cccc(C(=O)N/N=C/c2c(CO)cnc(C)c2O)c1	-10	-8
Cc1cc(=O)oc2cc(Oc3ncccc3[N+](=O)[O-])ccc12	8	-2

# More records follow.
Molecule	H9c2 TAG inh	H9c2 TAG inh DAPI viability
COc1ccc(C(=O)NC2CC2)cc1OC1CCN(C/C=C/c2ccccc2)CC1	18	-2
CCOC(=O)c1c(CN2CCCCC2)n(C)c2cc(Br)c(OC)cc12	27	7
COc1ccc(C(O)c2ncc(-c3cccc4ccccc34)[nH]2)cc1F (configuration not stated)	-32	6
O=C(COC(=O)C1=COCCO1)Nc1cc(C(F)(F)F)ccc1Cl	16	-3
COc1ccc(NCc2nnc(SCc3ccccc3)n2-c2ccc(OC)cc2)cc1	-15	3
COC(=O)c1cc2sc(Cl)cc2n1CC(=O)NCC1CCCO1 (configuration not stated)	-1	12
CCOc1ccccc1N(CC(=O)NC1CCCCC1)C(=O)CNC(=O)c1ccco1	10	1
COc1ccc2[nH]cc(C(=O)CN3CCN(C(=O)c4ccco4)CC3)c2c1	12	6

# Following part:
Molecule	H9c2 TAG inh	H9c2 TAG inh DAPI viability
CCS(=O)(=O)c1nc2ccccc2n1CC(=O)N1CCCCC1	3	1
Cc1cc(C(=O)NN=C2CCCCCC2)c(C)o1	6	0
COc1cc(OC)cc(C(=O)OCCCOC(=O)c2cc(OC)cc(OC)c2)c1	-10	8
CCC(C)(C)n1nnnc1C(C(C)C)N(Cc1cccnc1)Cc1ccco1 (configuration not stated)	-10	-7
CC(=O)N1CCN(C(=S)NC(=O)c2c(-c3ccccc3Cl)noc2C)CC1	2	1
COc1ccc(-n2cc(CN(C)Cc3n[nH]c(=O)[nH]3)c(-c3cccc(F)c3)n2)cc1	1	7
CCC(=O)N(Cc1cc(=O)[nH]c2ccccc12)C1CCCCC1	22	-8
Fc1ccccc1-c1nc(NCc2ccco2)c2ccccc2n1	-5	3

# The list continues:
Molecule	H9c2 TAG inh	H9c2 TAG inh DAPI viability
NC(Cc1cnc[nH]1)c1csc(Nc2ccc(C(F)(F)F)cn2)n1 (configuration not stated)	23	-6
O=C(NCc1ccco1)C1c2ccccc2Oc2ccccc21	3	6
COc1cccc(-c2nn(-c3ccc(C)cc3)cc2C(=O)NCC(c2cccs2)N2CCOCC2)c1 (configuration not stated)	12	-5
CN(C)c1ccc(/C=N/N=C2/NC(=O)/C(=C/c3ccc([N+](=O)[O-])cc3)S2)cc1	25	-13
COc1ccc(S(=O)(=O)N(C)c2ccc(C(=O)NCC3CCCO3)cc2)cc1OC (configuration not stated)	11	2

# A portion of the library; the hit share may differ from the screen's.
